Source: PubChem BioAssay (National Center for Advancing Translational Sciences (NCATS))
RGS12 GoLoco inh: inhibitors of human Gai1-RGS12 GoLoco interaction (red fluorophore); P63096; Gai1:RGS12 GoLoco peptide FP, rhodamine, 10 min; Potency, µM (top dose mostly 61.6 µM), for inactives: at the top dose activity, negative = inhibition, usual class: inhibitors; 0.44% of 230,000 active; active = well fitted inhibition curve with a large enough effect, not every such curve was filed as active; inactive = no such curve, though single readings can be large or run the other way; note: nearly all actives have a fitted effect of over 30% in size; many of its hits are not listed in these tables
TR SRC2 fluor cs: alters Texas Red total fluorescence, flagging assay interference | AID 1479 | Potency, µM (top dose mostly 106 µM), for inactives: at the top dose fluorescence change, negative = quenching | TRb/SRC2 Texas Red total fluorescence interference | 0.29% of 280,000 active; active = well fitted curve in either direction with a large enough effect; inconclusive = small, poorly fitted or top-dose-only effect
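Human TRβ ligand-binding domain (0.6 uM) and Texas Red SRC2 peptide (20 nM) in Tris buffer with 1 uM T3 and 5% DMSO were incubated with pinned compound for 5 hr at ambient temperature. Total fluorescence was computed as S + 2P (555/632 nm).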
Tau fibril ThT: tau fibrillization inhibition (ThT binding). P10636. recombinant tau K18 P301L (four-repeat tau fragment), heparin-induced fibrillization, ThT fluorescence. Potency, µM (top dose mostly 57.4 µM), without a hit: at the top dose activity, negative = inhibition, most hits filed as inhibitors. 2.1% of 270,000 active. AID 1460; note: nearly all actives have a fitted effect of over 55% in size
Target sequence (P10636 561-689 P618L limits assumed): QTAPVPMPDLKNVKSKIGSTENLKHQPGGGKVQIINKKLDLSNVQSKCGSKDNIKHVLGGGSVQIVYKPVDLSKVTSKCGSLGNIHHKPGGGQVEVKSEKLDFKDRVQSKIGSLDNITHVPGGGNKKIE
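Heparin-induced (20 uM) aggregation of recombinant human K18 P301L tau, 15 uM unlabeled with 0.24 uM labeled, pH 7 acetate buffer, 6 hr at 37 C with compound. Fibrils quantified by 30 uM ThT fluorescence after 1 hr ambient incubation.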
TRb-SRC2 inh: TRbeta-SRC2 interaction inhibition. P10828. Potency, µM (highest dose often 106 µM), for inactives: at the top dose activity change, negative = inhibition, actives largely listed as inhibitors. AID 1469. 0.065% of 280,000 active. TRbeta-SRC2 peptide binding, fluorescence polarization; receptor liganded with 1 µM T3;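 note: plate controls were bound peptide for no effect and peptide without receptor for full effect; nearly all actives have a fitted effect of over 50% in size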
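Read-out is fluorescence polarization (555 nm excitation, 632 nm emission) of a Texas Red SRC2 coactivator peptide; loss of signal reflects blocked binding to human TRb ligand-binding domain in the presence of 1 uM T3.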
L3MBTL1 block: inhibitors of human L3MBTL1; AID 485360; AlphaScreen L3MBTL1–H3K9me1 peptide binding; Potency, µM (top dose mostly 57.1 µM), without a hit: at the top dose activity, negative = inhibition, most hits filed as inhibitors; Q9Y468; 0.66% of 230,000 active; note: nearly all actives have a fitted effect of over 60% in size
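Read-out is AlphaScreen signal from streptavidin donor and nickel chelate acceptor beads (10 ug/mL final each) bridging L3MBTL1 (50 nM) and biotinylated K9-monomethylated H3(1-15) peptide (75 nM), after 30 min compound exposure at room temperature.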
RECQ1 helicase: RECQ1 (human) helicase inhibition. P46063. AID 2549. RECQ1 DNA unwinding, red fluorescence kinetic read. Potency, µM (highest dose often 57.3 µM), for the others: at the highest dose activity, negative = inhibition, usual class: inhibitors. 0.54% of 240,000 active;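 note: plate controls were vehicle for no effect and no enzyme for full effect; nearly all actives have a fitted effect of over 30% in size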
Target sequence (P46063 whole entry, looked up): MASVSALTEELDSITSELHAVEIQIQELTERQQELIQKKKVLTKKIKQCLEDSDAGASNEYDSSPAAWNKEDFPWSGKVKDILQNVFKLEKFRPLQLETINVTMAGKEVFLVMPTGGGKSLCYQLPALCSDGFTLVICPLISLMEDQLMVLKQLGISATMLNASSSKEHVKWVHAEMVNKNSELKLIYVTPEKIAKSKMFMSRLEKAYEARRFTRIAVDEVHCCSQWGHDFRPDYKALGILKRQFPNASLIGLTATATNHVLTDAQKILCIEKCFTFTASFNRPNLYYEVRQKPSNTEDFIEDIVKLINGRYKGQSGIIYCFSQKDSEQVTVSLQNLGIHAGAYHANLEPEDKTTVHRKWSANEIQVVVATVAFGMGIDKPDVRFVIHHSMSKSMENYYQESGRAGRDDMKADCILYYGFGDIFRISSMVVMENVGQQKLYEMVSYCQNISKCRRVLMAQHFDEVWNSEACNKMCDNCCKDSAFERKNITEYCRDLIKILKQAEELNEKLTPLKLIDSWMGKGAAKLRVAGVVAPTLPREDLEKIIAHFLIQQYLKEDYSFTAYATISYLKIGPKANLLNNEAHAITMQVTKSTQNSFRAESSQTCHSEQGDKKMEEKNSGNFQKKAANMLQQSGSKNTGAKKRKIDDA
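RECQ1T1 50 nM; forked duplex (20 bp + 30-nt ss tails) 200 nM, ATP 2 mM final; pH 8.0, 2 mM MgCl2, 2.5 ug/ml poly(dI-dC); 15 min compound preincubation; discontinuous kinetic read over 2 h at RT.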
Tau fibril FP: tau fibrillization inhibition (FP) | P10636 | K18 P301L tau heparin fibrillization, Alexa594 FP, 6 h | Potency, µM (highest dose often 57.7 µM), for inactives: top-dose activity, negative = inhibition, usual class: inhibitors | 0.39% of 280,000 active | AID 1468; note: nearly all actives have a fitted effect of over 55% in size
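Recombinant K18 P301L […], labeled with Alexa 594 at 0.24 uM over 15 uM unlabeled; heparin inducer 20 uM final; 37 C, 6 hr; FP endpoint.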
JMJD2E inh: blocks human JMJD2E demethylase activity. B2RXH2. JMJD2E catalytic domain, FDH-coupled NADH fluorescence (FDH is formaldehyde dehydrogenase). Potency, µM (doses to about 57.1 µM), inactives show at the top dose activity change, negative = inhibition, most hits filed as inhibitors. 1.6% of 230,000 active; active = well fitted inhibition curve with a large enough effect, not every such curve was filed as active; inconclusive = small, poorly fitted or top-dose-only effect, or another doubt; inactive = no such curve, though single readings can be large or run the other way;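 note: 0% = wells with enzyme and -100% = buffer wells without enzyme; nearly all actives have a fitted effect of over 50% in size; many of its hits are not listed in these tables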
Starred values were filed as active, the others as inactive; i = inactive; ? = inconclusive; . = no result given; [ ] = dose if it differs, or a comment. Unless noted, calls come from the whole dose curve; as a rule, active = well fitted curve in the direction sought with a large enough effect; inconclusive = small, poorly fitted or top-dose-only effect, or another doubt; inactive = no such curve, though single readings can be large; an effect the other way counts as inactive or inconclusive. Unless noted, % is set by controls: 0 for no effect and ±100 for the full control effect; potency is the fitted concentration of half-maximal effect. An excerpt; rates above refer to the full screens.

SMILES	RGS12 GoLoco inh	TR SRC2 fluor cs	Tau fibril ThT	TRb-SRC2 inh	L3MBTL1 block	RECQ1 helicase	Tau fibril FP	JMJD2E inh
O=C(c1cccc(S(=O)(=O)N2CCCCC2)c1)N1CCc2ccccc21	-4%	1%	-14%	-3%	-7%	i	2%	-5%
CC(C)C(=O)Nc1ccc(Nc2ccccc2)cc1	7%	-4%	?	6%	-8%	-4%	-1%	6%
CCOC(=O)C1=NN(c2ccccc2)C2=NC(C)=C(C(=O)OC)C(c3ccc(C)cc3)N12 (centres undefined)	1%	0%	-5%	-10%	8%	-2%	-6%	-16%
COc1ccc(/C=C(\C#N)c2nc3ccc(C)cc3[nH]2)cc1Oc1ccc(C(F)(F)F)cc1[N+](=O)[O-]	-3%	3%	?	-4%	2%	9%	-8%	9%
COc1ccc(CCNC(=O)c2ccc3c(c2)CCN3S(=O)(=O)c2ccc(C)cc2)cc1OC	.	0%	-4%	0%	.	.	-1%	.
CC(C)COc1ccc(C(=O)NCc2ccco2)cc1	4%	3%	?	-5%	.	-3%	0%	-2%
COC(=O)c1ccccc1NC(=S)N(Cc1ccc2c(c1)OCO2)Cc1cc2ccc(OC)cc2[nH]c1=O	0%	-1%	5%	-1%	-9%	-8%	?	-10%
O=C1CC(NCc2ccc3c(c2)OCO3)C(=O)N1CCc1ccccc1 (centres undefined)	3%	-1%	-8%	-15%	-11%[11.4 µM]	-2%	9%	6%
O=C(/C=C/c1cccs1)c1ccc([N+](=O)[O-])cc1	1%	-3%	?	-4%	-7%	-9%	12%	-6%
CC(C)(C)c1cc(NCCCn2ccnc2)n2ncc(-c3ccc(Cl)cc3)c2n1	15%	-5%	?	-6%	19%	i	?	?
CSc1nsc(SC)c1C(=O)Nc1ccc(Cl)cc1	-8%	-5%	5%	-4%	6%	i	-8%	7%
O=C(NNC(=O)C1CCCCC1)c1ccc(Br)cc1	5%	-2%	7%	-2%	-13%	i	5%	-19%
O=C(CN1CCC(Cc2ccccc2)CC1)NC(=O)NC1CCCCC1	2%	-1%	-10%	4%	1%	-3%	2%	-5%
CN(C)c1ccc(C2=NOC(CN3C(=O)c4ccccc4S3(=O)=O)C2)cc1 (centres undefined)	2%	-1%	?	-2%	-10%	-3%	10%	-4%
CCC(=O)N1CCc2cc(S(=O)(=O)CCC(=O)N(C)c3ccc(OC)cc3)ccc21	.	-2%	5%	-4%	.	.	-2%	.

A different layout for some results above:
canonical_smiles,RGS12 GoLoco inh,TR SRC2 fluor cs,Tau fibril ThT,TRb-SRC2 inh,L3MBTL1 block,RECQ1 helicase,Tau fibril FP,JMJD2E inh
CC(C)(C)c1cc(NCCCn2ccnc2)n2ncc(-c3ccc(Cl)cc3)c2n1,15%,-5%,?,-6%,19%,i,?,?
CSc1nsc(SC)c1C(=O)Nc1ccc(Cl)cc1,-8%,-5%,5%,-4%,6%,i,-8%,7%
O=C(NNC(=O)C1CCCCC1)c1ccc(Br)cc1,5%,-2%,7%,-2%,-13%,i,5%,-19%
O=C(CN1CCC(Cc2ccccc2)CC1)NC(=O)NC1CCCCC1,2%,-1%,-10%,4%,1%,-3%,2%,-5%
CN(C)c1ccc(C2=NOC(CN3C(=O)c4ccccc4S3(=O)=O)C2)cc1 (centres undefined),2%,-1%,?,-2%,-10%,-3%,10%,-4%

(list continues)
SMILES	RGS12 GoLoco inh	TR SRC2 fluor cs	Tau fibril ThT	TRb-SRC2 inh	L3MBTL1 block	RECQ1 helicase	Tau fibril FP	JMJD2E inh
CC(=O)c1ccc(NS(=O)(=O)c2ccc3ccccc3c2)cc1	10%	1%	-15%	3%	7%	-4%	-10%	-8%
O=C(Nc1nccs1)c1cc2cc(Cl)ccc2oc1=O	2%	-1%	?	-6%	.	i	-5%	-21%
COc1ccc2c(CNCc3cccs3)c(C(=O)O)n(Cc3ccccc3F)c2c1	.	-1%	-4%	7%	.	.	-11%	.
COc1ccc(NC2=C(Cl)C(=O)N(c3ccccc3)C2=O)c(OC)c1	-17%	-6%	?	2%	-21%	i	-11%	-37%
COc1cccc(OCCn2ccnc2)c1	0%	-1%	-2%	-3%	12%	-5%	9%	0%
O=[N+]([O-])c1cccc(/C=N/n2c(-c3cccnc3)n[nH]c2=S)c1	-4%	-9%	-13%	-2%	4%	-8%	-1%	?
O=C(c1ccc(NC(=S)Nc2ccc(F)cc2F)cc1)N1CCOCC1	9%	-1%	-16%	-10%	-1%	-12%	-4%	-16%
O=c1oc(-c2cccs2)nc2ccccc12	2%	-2%	-4%	5%	.	-3%	5%	-3%
O=C(CSc1n[nH]c(-c2ccccc2)n1)NCCc1ccccc1	.	-1%	-11%	10%	.	.	-3%	.
C#CCNC(=O)C1=C[C@H](c2ccc(Br)cc2)[C@@H](CCCO)[C@H](OCC)O1	2%	0%	5%	-2%	6%	3%	7%	-1%
O=C(O)Cn1cc(C(=O)C2CC2)c2ccccc21	6%	0%	0%	-5%	-6%	-6%	1%	-7%
CC1(C)Oc2ccc(C(=O)NC3CC3)cc2N(CC(=O)N2CCOCC2)C1=O	3%	0%	3%	-3%	6%	-1%	0%	3%
CC1(C)C(=O)Nc2ccccc2N1C(=O)COC(=O)Cn1cnc2ccccc2c1=O	5%	1%	0%	-4%	2%	i	3%	-1%
O=C(NCCN1C(=O)S/C(=C\c2cccnc2)C1=O)c1cc(S(=O)(=O)N2CCOCC2)ccc1F	-7%	-1%	-9%	-5%	-4%	-18%	4%	5%
COCCn1c(SCC(=O)NCCc2ccc(OC)c(OC)c2)nc2c([nH]c3ccccc32)c1=O	-4%	4%	-6%	-1%	.	-15%	6%	?
COCCNC(=O)C1Cc2c(ccc3ccccc23)O1 (centres undefined)	8%	-4%	3%	4%	10%	i	-3%	-3%
O=C(Cc1c(F)cccc1Cl)Nc1ccon1	3%	-2%	2%	-9%	2%[11.4 µM]	-5%	2%	-4%
COc1ccc(Br)cc1/C=N/NC(=O)c1nc(-c2ccccc2)n2c1CCCCC2	4%	-3%	?	-12%	.	3%	0%	-1%
Cc1ccc(CCNC(=O)C2CCC(CNc3c(N4CCC(C)CC4)c(=O)c3=O)CC2)cc1 (centres undefined)	3%	-1%	4%	-1%	24%	-2%	-7%	-3%
CCOC(=O)c1ccccc1NC(=S)N1CCC(C(N)=O)CC1	-5%	0%	8%	-1%	.	-5%	-1%	?
O=C(NNC(=O)c1ccccc1Cl)c1cccs1	8%	0%	-3%	0%	?	i	7%	3%
COc1ccc(Cc2c(O)nc(SCC(=O)N3CCOCC3)[nH]c2=O)cc1	4%	-3%	-20%	2%	1%	-2%	1%	9%
COc1ccc(S(=O)(=O)N2CCC(C(=O)Nc3ccc(F)cc3)CC2)c2cccnc12	-6%	-1%	-10%	-1%	.	-2%	-10%	-9%
Cc1nc2cc(-c3ccccc3)nn2c(C)c1CCC(=O)NCc1cccc(Cl)c1	.	-8%	5%	0%	.	.	-6%	.
Cn1ccc2cc(S(=O)(=O)N3CCN(C(=O)Nc4ccc(F)cc4F)CC3)ccc21	.	-2%	1%	3%	.	.	-5%	.
O=C(CC1SC(=Nc2ccccc2F)N(CCN2CCOCC2)C1=O)Nc1ccc(F)cc1F (centres undefined)	3%	0%	-11%	-2%	2%	i	-9%	4%
CC(=O)Nc1ccc(NC(=O)COC(=O)[C@@H](NC(=O)c2ccc(F)cc2)C(C)C)cc1	4%	0%	-6%	-6%	.	-5%	-2%	5%
COc1ccc(CCNC(=O)CS(=O)Cc2nc(-c3ccc(C)cc3)oc2C)cc1OC (centres undefined)	.	-1%	-17%	-1%	.	.	-2%	.
COC(c1ccccc1)c1nnc(CCC(=O)NCc2ccc3ncccc3c2)o1 (centres undefined)	13%	-3%	-8%	-8%	0%	i	2%	-23%
C/C(=N/NC(=O)c1ccc(Br)o1)c1cccc(NC(=O)c2ccc(C)o2)c1	10%	-1%	?	2%	-8%	i	-1%	5%
Cc1c(Br)c([N+](=O)[O-])nn1CC(=O)NCC1CCCO1 (centres undefined)	5%	-1%	-8%	-2%	-1%	-6%	-2%	-14%
COc1ccccc1-c1nc(-c2ccccc2)nc(N2CCN(C)CC2)c1C#N	-3%	-3%	-6%	-3%	-1%	-2%	-2%	-19%
COc1cc(NC(=O)c2ccccc2)c(OC)cc1NC(=O)CN1CCCCC1	1%	-5%	-10%	1%	-23%	0%	3%	6%
Cc1cc(C)nc(NC(=O)CN2C(=O)c3ccccc3C2=O)n1	4%	-1%	-3%	-1%	4%	i	2%	-4%
O=C(O)CC1(CC(=O)Nc2cc(C(F)(F)F)cc(C(F)(F)F)c2)CCCCC1	2%	-2%	1%	0%	11%	14%	3%	3%
O=C(NC(C(=O)NCCN1CCOCC1)C12CC3CC(CC(C3)C1)C2)C1CCCCC1 (centres undefined)	-19%	-1%	-1%	5%	.	-1%	7%	-1%
Cc1ccc(-c2csc3nnc(SCC(=O)Nc4nsc(-c5ccccc5)n4)n23)cc1	1%	-1%	-12%	-9%	.	-13%	-10%	-9%
CC(=O)N1CCN(C(=S)c2ccc(N(C)C)cc2)CC1	-11%	-2%	0%	-3%	-2%	-14%	-6%	-4%
COc1ccc(S(=O)(=O)Nc2ccc3c(c2)OCO3)cc1OC	4%	2%	?	-11%	-10%	-5%	3%	5%
CC1(C)OC(=O)C=C[C@@]2(C)C1C[C@@H](O)[C@]1(C)C2CC[C@@]2(C)C(c3ccoc3)OC(=O)[C@H]3O[C@]321 (some centres undefined)	0%	-3%	-4%	11%	.	-20%	0%	-11%
CCn1ccc(C(=O)Nc2c(C)nn(Cc3c(F)c(F)c(F)c(F)c3F)c2C)n1	4%	-1%	8%	-6%	1%	1%	-3%	0%
Clc1cccc(Cl)c1CSc1cc2c(nn1)-c1ccccc1CC2	-5%	3%	-3%	6%	5%	-2%	0%	-2%
CN1C(=O)c2ccccc2C(C(=O)NCCCN2CCCC2)C1c1c[nH]c2ccccc12 (centres undefined)	4%	0%	-12%	-5%	.	0%	10%	-6%
